High-throughput results as filed in PubChem.
TCR act – T cell receptor activation; primary human leukocytes, anti-CD3, IL-2 HTRF, 48 h; Potency, µM (highest dose often 9.22 µM), without a hit: at the highest dose activation of IL-2 secretion, actives largely listed as activators; 330,000 tested, under 10 active; note: % of control where 0% means no effect
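Primary human leukocytes were stimulated with a-CD3 beads plus compounds for 48 hr without co-stimulation; secreted IL-2 was quantified by HTRF using a-IL-2-K (europium cryptate) and a-IL-2-d2, excited at 320nm with acceptor emission read at 665nm.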
MLL CXXC-DNA inh – MLL CXXC-DNA interaction inhibition. Q03164. MLL-CXXC / FITC-HOXA9 DNA fluorescence polarization. Potency, µM (series often up to 115 µM), for the others: at the highest dose activity change, negative = inhibition, hits mostly inhibitors. 0.037% of 290,000 active. AID 2662; active = well fitted inhibition curve with a large enough effect in the polarisation, with a control signal flat, not every such curve was filed as active; inconclusive = small, poorly fitted or top-dose-only effect, or effect the other way, or a change in a side signal; inactive = no such curve, though single readings can be large or run the other way; the % refers to the polarisation; note: potency is the fitted concentration of half-maximal effect
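Steps: dispense CXXC domain solution (7 uM) → pin compounds or unlabeled HOX-A9 DNA control → 5 min ambient → add FLSN-HOX-A9 solution (50 nM) → spin → 30 min ambient → fluorescence polarization. Tris pH 7.5/NaCl/DTT/BSA buffer.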
TRPV1 agonist – human TRPV1 agonism; Q8NER1; TRPV1-expressing cells, Fluo-8 calcium influx, agonist mode; AID 540275; 0.19% of 320,000 active; activation, % at 8.33 µM; in the data active = activation above about 80%; inconclusive = between about 30% and that limit; note: 0% is about no effect
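Cells expressing TRPV1 were dye-loaded with Fluo-8 and read kinetically: 10 s baseline, 3 min after compound (agonist portion), then 2 min after EC20 capsaicin (allosteric enhancer portion). Calcium-bound dye fluorescence at 480/520 nm.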
Integrin act MD – integrin-mediated muscular dystrophy alleviation activation; AID 624291; 0.064% of 350,000 active; Potency, µM (doses to about 38.3 µM), for the others: top-dose activation, hits mostly activators; alpha7betagal myoblasts, beta-gal FDG fluorescence, 48 h;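 note: potency is the fitted concentration of half-maximal effect; 100% = response of the positive control SU9516; nearly all actives have a fitted effect of over 60% in size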
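alpha7betagal+/- myoblasts (passage 13, 250/well) treated 48 h at 37C with compounds at 1:260 dilution of DMSO stock. Lysed, then beta-galactosidase activity read as FDG fluorescence (ex 480/em 540) after 30 min, with pre-read for autofluorescence.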
BRCA1 expr up – activators of BRCA1 expression; Potency, µM (top dose mostly 46.1 µM), without a hit: at the top dose activation, hits mostly activators; 1.1% of 380,000 active; AID 624202; MCF7-BRCA1-FFLuc reporter, luminescence, 48 h; response scale: scaled: vehicle 0%, 10 µM genistein 100%; note: potency is the fitted concentration of half-maximal effect; nearly all actives have a fitted effect of over 80% in size; some results filed as inactive show a strong effect at the top dose
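MCF7 cells carrying a BRCA1-firefly luciferase reporter (2000 cells/well, phenol-red free MEM) were attached for 2 h at 37 °C, then given compounds for 48 h. Luminescence was read 15 min after luciferase reagent; activity normalized to genistein (10 microM) and DMSO.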
ELG1 DNA repair – ELG1-dependent DNA repair inhibition. HEK293T ELG1-luciferase reporter, luminescence, 16 h; DNA damage induced by 5-fluorouridine. Potency, µM (titrated, usually from 46.1 µM), without a hit: top-dose activity change, negative = inhibition, actives largely listed as inhibitors. 2.3% of 330,000 active. AID 504467; note: potency is the fitted concentration of half-maximal effect; % is set by controls: 0 for no effect and ±100 for the full control effect; nearly all actives have a fitted effect of over 55% in size
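Step one: seed 2,000 cells per well. Step two: pin-transfer compound or DMSO alongside 5-fluorouridine. Step three: incubate 16 hr, 37 °C, 5% CO2. Step four: add ONE-Glo, wait 30 min, read luminescence.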
PTAP TSG101 blk – blocks PTAP/TSG101 interaction to inhibit HIV-1 budding. Q99816. Fluorescence polarization, FITC-PTAP peptide / Tsg101 binding. Potency, µM (series often up to 115 µM), inactives show at the top dose activity change, negative = inhibition, hits mostly inhibitors. 340,000 tested, under 10 active. AID 493005; active = well fitted inhibition curve with a large enough effect in the main read-out, with a control signal flat, not every such curve was filed as active; inconclusive = small, poorly fitted or top-dose-only effect, or effect the other way, or a change in a side signal; inactive = no such curve, though single readings can be large or run the other way; note: potency is the fitted concentration of half-maximal effect; % of control where 0% means no effect
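Compounds were pin-transferred onto Tsg101 binding domain (10 uM final) in HEPES pH 7.5 buffer, then FITC-PTAP peptide was added at 50 nM final. After 20 min at RT, polarization reported peptide displacement across a qHTS concentration series.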
B2AR arrestin – recruits beta-arrestin to the human beta2-adrenergic receptor; P07550; beta-arrestin recruitment to beta2AR, cell-based reporter; Potency, µM (top dose mostly 46.1 µM), without a hit: top-dose activation, hits mostly activators; 0.02% of 330,000 active; AID 492947;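 note: potency is the fitted concentration of half-maximal effect; 0% = DMSO controls and full agonism = EC100 isoproterenol or metaproterenol; nearly all actives have a fitted effect of over 65% in size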
A-T KAP1 phos – potential ataxia-telangiectasia treatments restoring KAP-1 phosphorylation | AID 485349 | 0.19% of 320,000 active | […] A-T fibroblasts, KAP-1 phosphorylation AlphaLISA; neocarzinostatin DNA damage 30 min before lysis | Potency, µM (highest dose often 57.5 µM), for inactives: at the highest dose activation, hits mostly activators; note: potency is the fitted concentration of half-maximal effect; % of control where 0% means no effect; nearly all actives have a fitted effect of over 45% in size
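ATM-like activity read as KAP-1 phosphorylation via AlphaLISA donor/acceptor antibody pairs after lysis and 6 hr at 25C. Cells were ATM-null patient fibroblasts ([…], hTERT), dosed 60 min, then exposed to the DSB inducer NCS for 30 min.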
p53 reactivator – mutant p53 re-activation in reporter cells; Potency, µM (series often up to 92.2 µM), for inactives: at the top dose activity change, positive = activation, most hits filed as activators; AID 504706; H1299 p53-A138V BP100-luciferase reporter, luminescence, 24 h; 0.063% of 320,000 active; note: potency is the fitted concentration of half-maximal effect; % of control where 0% means no effect; nearly all actives have a fitted effect of over 45% in size
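p53-null H1299 cells stably carrying temperature-sensitive p53-A138V and a BP100-luciferase reporter were pinned with compounds (4-point, 1:5 series) and held 24 hrs at 37 deg C. Luminescence was read 10 min after detection reagent.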
Numbers without * were called inactive; ? = inconclusive; . = not tested or not shown; [ ] = another dose, or the depositor's remark. Unless noted, calls come from the whole dose curve; as a rule, active = well fitted curve in the direction sought with a large enough effect; inconclusive = small, poorly fitted or top-dose-only effect, or another doubt; inactive = no such curve, though single readings can be large; an effect the other way counts as inactive or inconclusive.

Abbreviations – A = TCR act; B = MLL CXXC-DNA inh; C = TRPV1 agonist; D = Integrin act MD; E = BRCA1 expr up; F = ELG1 DNA repair; G = PTAP TSG101 blk; H = B2AR arrestin; I = A-T KAP1 phos; J = p53 reactivator
compound: Cc1cc(C)c2nc(SCCc3ccccc3)nc(C)c2c1
  A = 11.9% | B = -5.3% | C = -0.9 | D = 16.5% | E = 8.4% | F = 9.8% | G = -2.5% | H = 6.5% | I = 0.1% | J = 8.8%
compound: Cc1c(Cc2ccccc2)c(=O)oc2c(C)c(OCC(=O)Nc3ccc(C#N)cc3)ccc12
  A = 1.4%[46.1 µM] | B = 2.7% | C = 0.9 | D = -6.8% | E = 2.7% | F = 8.8% | G = 1.4% | H = -0.6% | I = 3.3% | J = 1.5%
compound: CCn1c(SCC(=O)c2cc(OC)ccc2OC)nnc1C(C)C
  A = 1.7% | B = -3.1% | C = ? | D = 12.9% | E = 0.0% | F = 16.5% | G = -3.2% | H = -0.3% | I = 21.0% | J = -0.6%
compound: COc1ccc(OC)c(C2C(C(C)=O)=C(C)Nc3ncnn32)c1 (centres undefined)
  A = . | B = 1.8% | C = -3.3 | D = -19.3% | E = -0.5% | F = 13.6% | G = -0.6% | H = -0.5% | I = -11.9% | J = 12.9%
compound: CCC(=O)N1CCc2cc(Br)cc(S(=O)(=O)N3CCC(C(=O)NC(C)C)CC3)c21
  A = -1.1% | B = -6.5% | C = -9.4 | D = -0.1% | E = -16.7% | F = ? | G = -2.3% | H = -0.2% | I = -2.3% | J = -1.3%
compound: Cc1ccc(N(C)S(=O)(=O)c2cc3c(cc2C)NC(=O)CO3)cc1
  A = 3.0% | B = . | C = 2.7 | D = -18.6% | E = -0.1% | F = ? | G = -8.3% | H = 0.4% | I = -0.1% | J = 4.7%
compound: O=C(Nc1ccc(Br)cc1F)c1cccnc1
  A = 1.0%[46.1 µM] | B = 5.8% | C = 10.8 | D = -20.9% | E = 42.4% | F = 11.8% | G = -4.7% | H = -0.5% | I = -14.3% | J = 12.0%
compound: c1ccc(-n2nnnc2OCCOc2nnnn2-c2ccccc2)cc1
  A = 1.3% | B = -3.4% | C = -1.7 | D = ? | E = 9.2% | F = . | G = -3.2% | H = . | I = . | J = .
compound: COc1ccccc1NC(=O)COC(=O)c1ccc(S(=O)(=O)N2CCCCCC2)cc1
  A = -1.2% | B = . | C = . | D = -12.1% | E = -0.3% | F = 22.0% | G = -0.2% | H = -0.1% | I = 6.4% | J = -1.8%
compound: Cc1ccc(C(C2=C(O)CC(C)(C)CC2=O)C2C(=O)CC(C)(C)CC2=O)o1 (centres undefined)
  A = 0.3% | B = ? | C = -3.5 | D = 10.4% | E = 21.6% | F = 3.6% | G = -5.0% | H = -0.4% | I = 2.4% | J = -1.6%

Two neighbouring entries from above, for reference:
Abbreviations – A = TCR act; B = MLL CXXC-DNA inh; C = TRPV1 agonist; D = Integrin act MD; E = BRCA1 expr up; F = ELG1 DNA repair; G = PTAP TSG101 blk; H = B2AR arrestin; I = A-T KAP1 phos; J = p53 reactivator
compound: Cc1ccc(N(C)S(=O)(=O)c2cc3c(cc2C)NC(=O)CO3)cc1
  A = 3.0% | B = . | C = 2.7 | D = -18.6% | E = -0.1% | F = ? | G = -8.3% | H = 0.4% | I = -0.1% | J = 4.7%
compound: O=C(Nc1ccc(Br)cc1F)c1cccnc1
  A = 1.0%[46.1 µM] | B = 5.8% | C = 10.8 | D = -20.9% | E = 42.4% | F = 11.8% | G = -4.7% | H = -0.5% | I = -14.3% | J = 12.0%

More records:
Abbreviations – A = TCR act; B = MLL CXXC-DNA inh; C = TRPV1 agonist; D = Integrin act MD; E = BRCA1 expr up; F = ELG1 DNA repair; G = PTAP TSG101 blk; H = B2AR arrestin; I = A-T KAP1 phos; J = p53 reactivator
compound: CNC(=O)C1CC(=O)N(Cc2ccccc2)C(=Nc2ccc(OC)cc2)S1 (centres undefined)
  A = -4.0% | B = 3.5% | C = 4.7 | D = -15.7% | E = 0.8% | F = -2.4% | G = -2.9% | H = 0.3% | I = 1.6% | J = -7.2%
compound: CCOC(=O)C1CCN(C(=O)CCn2c(=O)c3cccn3c3cccnc32)CC1
  A = 0.9% | B = 9.7% | C = 0.3 | D = 23.4% | E = 1.4% | F = 13.3% | G = -0.3% | H = 0.1% | I = 9.4% | J = -0.6%
compound: CCn1c(SC(C)C)nnc1-c1c[nH]c2ccccc12
  A = -3.3% | B = 2.9% | C = 5.4 | D = 16.5% | E = -3.2% | F = 7.5% | G = 1.0% | H = 0.0% | I = 1.8% | J = 2.5%
compound: CCOC(=O)c1c(NC(C)=O)sc2c(O)c(Br)cc(Br)c12
  A = -6.7%[46.1 µM] | B = 3.1% | C = -0.8 | D = 6.7% | E = -12.4% | F = 0.3% | G = -4.0% | H = -3.7% | I = 1.6% | J = 1.0%
compound: NC1=NC(=O)/C(=C\c2ccc(-c3ccc(Cl)cc3)o2)S1
  A = -2.4% | B = 49.8%[activator] | C = 3.1 | D = -7.1% | E = -36.2% | F = 15.2% | G = -0.7% | H = 0.0% | I = 3.3% | J = .
compound: Cc1ccc(Nc2nnc(-c3ccc(N4CCOCC4)c([N+](=O)[O-])c3)c3ccccc23)cc1
  A = 11.0%[46.1 µM] | B = -1.9% | C = 21.0 | D = -35.3% | E = -51.6% | F = ? | G = 2.0% | H = -0.8% | I = -1.6% | J = -4.7%
compound: Cc1ccc(F)cc1NC(=O)CSc1nnc(CNC(=O)c2ccco2)n1C
  A = -11.7% | B = . | C = 3.3 | D = 20.9% | E = -19.4% | F = -4.3% | G = -9.6% | H = 0.0% | I = 7.9% | J = -0.5%
compound: CCn1cc(C(=O)OCc2ccc(F)cc2)c(=O)c2ccc(C)nc21
  A = 4.8% | B = 0.8% | C = -2.9 | D = 6.5% | E = -4.3% | F = ? | G = 1.3% | H = 0.4% | I = 4.1% | J = -16.1%
compound: c1cc2ccc3ccc(CN4CCOCC4)c4ccc(c1)c2c34
  A = 0.2% | B = 0.9% | C = 11.3 | D = -4.2% | E = 12.2% | F = 3.6% | G = -6.4% | H = -0.4% | I = 4.9% | J = 2.4%
compound: COc1cc(OC)c(NC(=O)/C=C/C(=O)O)cc1Cl
  A = 3.3% | B = -1.3% | C = -4.4 | D = -2.4% | E = 4.8% | F = 5.1% | G = -5.8% | H = 0.6% | I = 2.2% | J = 2.7%

Entries from the list above that have a halogen:
Abbreviations – A = TCR act; B = MLL CXXC-DNA inh; C = TRPV1 agonist; D = Integrin act MD; E = BRCA1 expr up; F = ELG1 DNA repair; G = PTAP TSG101 blk; H = B2AR arrestin; I = A-T KAP1 phos; J = p53 reactivator
compound: CCC(=O)N1CCc2cc(Br)cc(S(=O)(=O)N3CCC(C(=O)NC(C)C)CC3)c21
  A = -1.1% | B = -6.5% | C = -9.4 | D = -0.1% | E = -16.7% | F = ? | G = -2.3% | H = -0.2% | I = -2.3% | J = -1.3%
compound: O=C(Nc1ccc(Br)cc1F)c1cccnc1
  A = 1.0%[46.1 µM] | B = 5.8% | C = 10.8 | D = -20.9% | E = 42.4% | F = 11.8% | G = -4.7% | H = -0.5% | I = -14.3% | J = 12.0%
compound: CCOC(=O)c1c(NC(C)=O)sc2c(O)c(Br)cc(Br)c12
  A = -6.7%[46.1 µM] | B = 3.1% | C = -0.8 | D = 6.7% | E = -12.4% | F = 0.3% | G = -4.0% | H = -3.7% | I = 1.6% | J = 1.0%
compound: NC1=NC(=O)/C(=C\c2ccc(-c3ccc(Cl)cc3)o2)S1
  A = -2.4% | B = 49.8%[activator] | C = 3.1 | D = -7.1% | E = -36.2% | F = 15.2% | G = -0.7% | H = 0.0% | I = 3.3% | J = .
compound: Cc1ccc(F)cc1NC(=O)CSc1nnc(CNC(=O)c2ccco2)n1C
  A = -11.7% | B = . | C = 3.3 | D = 20.9% | E = -19.4% | F = -4.3% | G = -9.6% | H = 0.0% | I = 7.9% | J = -0.5%
compound: CCn1cc(C(=O)OCc2ccc(F)cc2)c(=O)c2ccc(C)nc21
  A = 4.8% | B = 0.8% | C = -2.9 | D = 6.5% | E = -4.3% | F = ? | G = 1.3% | H = 0.4% | I = 4.1% | J = -16.1%
compound: COc1cc(OC)c(NC(=O)/C=C/C(=O)O)cc1Cl
  A = 3.3% | B = -1.3% | C = -4.4 | D = -2.4% | E = 4.8% | F = 5.1% | G = -5.8% | H = 0.6% | I = 2.2% | J = 2.7%
